High-throughput results (PubChem)
Luciferase inh: firefly luciferase inhibition; Potency, µM (series often up to 57.1 µM), without a hit: at the highest dose activity change, negative = inhibition, most hits filed as inhibitors; 2.2% of 72,000 active; AID 411; P08659; purified firefly luciferase, luminescence, 8 min; also: potency is read from the fitted curve at half-maximal effect; % is scaled to controls: 0 for no effect and ±100 for the full control effect; nearly all actives have a fitted effect of over 40% in size
Target sequence (P08659 whole entry, looked up): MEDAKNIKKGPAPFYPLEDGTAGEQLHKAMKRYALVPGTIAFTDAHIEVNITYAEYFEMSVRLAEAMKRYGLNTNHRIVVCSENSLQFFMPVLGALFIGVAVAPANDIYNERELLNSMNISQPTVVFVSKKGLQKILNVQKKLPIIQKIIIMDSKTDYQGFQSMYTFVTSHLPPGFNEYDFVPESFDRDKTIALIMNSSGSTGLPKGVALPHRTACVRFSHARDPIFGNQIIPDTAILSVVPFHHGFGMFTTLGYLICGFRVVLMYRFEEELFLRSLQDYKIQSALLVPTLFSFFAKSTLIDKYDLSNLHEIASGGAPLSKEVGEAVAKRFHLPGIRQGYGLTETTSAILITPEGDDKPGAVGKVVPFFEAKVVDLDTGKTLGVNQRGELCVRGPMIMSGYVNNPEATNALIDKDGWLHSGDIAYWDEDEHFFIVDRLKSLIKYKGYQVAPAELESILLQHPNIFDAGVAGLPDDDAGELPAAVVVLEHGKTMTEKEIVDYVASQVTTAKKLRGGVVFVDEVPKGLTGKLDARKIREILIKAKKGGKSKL
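Substrate buffer containing 10 uM ATP (pH 7.2 imidazole, Mg2+, KCl, detergent, BSA) is dispensed, compound pinned in, then luciferase/luciferin detector mix added. After 8 min at ambient temperature, light output is measured.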
ERK AVP inh: vasopressin-driven ERK pathway inhibition; 0.99% of 72,000 active; HEK293-V1b, vasopressin-stimulated pERK AlphaScreen; AID 995; Potency, µM (top dose mostly 57.5 µM), inactives show at the highest dose activity, negative = inhibition, hits mostly inhibitors; also: potency is read from the fitted curve at half-maximal effect; % is scaled to controls: 0 for no effect and ±100 for the full control effect; nearly all actives have a fitted effect of over 55% in size
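V1b-HEK293 cells; cpd 30 min 37C; 25 nM vasopressin 5 min; lyse 10 min; AlphaScreen beads 5 hr RT. Normalized to DMSO basal and 25 nM vasopressin; AC50 by Hill fit.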
GFP derepression: epigenetic GFP locus derepression in mouse cells. Potency, µM (titrated, usually from 46.1 µM), for inactives: at the highest dose GFP derepression (activation). mouse C127i GFP locus derepression, cytometry, 30 h. 0.09% of 68,000 active; also: % of control where 0% means no effect
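Derepression screen: silenced CMV-GFP reporter in murine C127i cells, 30 h compound incubation at 37 C, washed cells imaged by laser-scanning cytometer to enumerate GFP-expressing objects of 20 to 120 um.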
HADH2 inh: HADH2 (human) dehydrogenase inhibition | Q99714 | recombinant HADH2, NADH fluorescence, beta-hydroxybutyryl-CoA | Potency, µM (top dose mostly 57.1 µM), for inactives: top-dose activity change, negative = inhibition, usual class: inhibitors | 3.4% of 73,000 active | AID 886; also: potency is read from the fitted curve at half-maximal effect; % is scaled to controls: 0 for no effect and ±100 for the full control effect; nearly all actives have a fitted effect of over 60% in size; many of its hits are not listed in these tables
Target sequence (Q99714 whole entry, looked up, one chain of several): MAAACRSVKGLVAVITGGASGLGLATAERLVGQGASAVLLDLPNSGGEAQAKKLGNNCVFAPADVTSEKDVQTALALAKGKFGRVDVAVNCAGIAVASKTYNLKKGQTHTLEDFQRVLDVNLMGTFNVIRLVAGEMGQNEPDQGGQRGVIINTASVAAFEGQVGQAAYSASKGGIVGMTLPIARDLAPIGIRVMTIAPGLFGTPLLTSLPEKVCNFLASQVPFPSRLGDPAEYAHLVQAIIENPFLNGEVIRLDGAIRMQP
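20 nM HADH2 + cpd, 15 min RT; add 1 mM NAD+/90 uM beta-hydroxybutyryl-CoA; kinetic fluorescence 360/450 nm, 4 min. Tris-HCl pH 9.0, 0.01% Tween-20.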
15-hLO inh: 15-hLO (ALOX15) enzyme inhibition. Potency, µM (top dose mostly 57.1 µM), inactives show at the top dose activity change, negative = inhibition, actives largely listed as inhibitors. purified 15hLO-1, xylenol orange hydroperoxide absorbance. 1.4% of 74,000 active; also: potency is read from the fitted curve at half-maximal effect; % is scaled to controls: 0 for no effect and ±100 for the full control effect; nearly all actives have a fitted effect of over 55% in size
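Purified human 15hLO-1 (40 nM final) in 25 mM Hepes pH 7.5, 0.01% Triton X-100 was preincubated with compound 15 min at room temperature, then reacted 6 min with 50 uM arachidonic acid; hydroperoxide detected by Fe-XO, 573/405 nm absorbance ratio.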
CRE Fsk mod: CRE-bla signaling modulation under forskolin stimulation. 2.5% of 71,000 active. AID 662. Potency, µM (highest dose often 38.2 µM), without a hit: at the highest dose activity change, negative = inhibition, actives largely listed as activators. CHO CRE-bla reporter (cAMP response element driving beta-lactamase), forskolin EC10, beta-lactamase ratio; active = well fitted activation curve with a large enough effect in the signal ratio, with a control signal flat, not every such curve was filed as active; inconclusive = small, poorly fitted or top-dose-only effect, or effect the other way, or a change in a side signal; the % refers to the signal ratio; also: potency is read from the fitted curve at half-maximal effect; % of control where 0% means no effect
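Forskolin analogue NKH 477 at EC10 stimulated CRE-driven beta-lactamase in CHO cells alongside compound dilution series. Beta-lactamase was measured with CCF4, excitation 405 nm, emission ratio 460/530 nm.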
Tau filament bind: tau filament binding; P10636; recombinant tau filaments, thioflavin S fluorescence, 15 h; filaments grown with octadecylsulfate alongside compound; Potency, µM (top dose mostly 57.1 µM), inactives show at the top dose activity change, negative = inhibition; 2% of 71,000 active;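 also: potency is read from the fitted curve at half-maximal effect; % is scaled to controls: 0 for no effect and ±100 for the full control effect; actives lower thioflavin S fluorescence by blocking filaments or displacing dye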
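His-tagged recombinant human tau (exons 2, 3 and 10 included), 1 uM, was induced to fibrillize by 30 uM sodium octadecylsulfate with compound present. After 15 h at 37 C, thioflavine S fluorescence (ex 450, em 510 nm) was read.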
HBB splicing: hemoglobin beta splicing modulation; HBB splicing reporter cell assay, activation; EGFP reporter with mutant IVS2-654 intron; response scale: normalised to 500 nM splice-correcting PNA; 0.06% of 65,000 active; Potency, µM (doses to about 46.1 µM), without a hit: at the highest dose activation, hits mostly activators; also: potency is read from the fitted curve at half-maximal effect; 0% is about no effect
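Compounds were applied for 2 days to HeLa EGFP-654 cells, 500/well in Optimem with 2% FCS. The reporter's EGFP is disrupted by mis-splicing of beta-globin intron IVS2-654. Readout: summed well GFP fluorescence from 488 nm laser scanning; reference was 500 nM antisense […] 654 PNA.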
Pol III holo inh: blocks replication by bacterial DNA polymerase III holoenzyme | 0.25% of 71,000 active | reconstituted DNA polymerase III holoenzyme replication, biochemical | AID 603 | Potency, µM (top dose mostly 57.1 µM), without a hit: at the highest dose activity change, negative = inhibition; also: potency is read from the fitted curve at half-maximal effect; % is scaled to controls: 0 for no effect and ±100 for the full control effect
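Reconstituted *E. coli* holoenzyme (0.35 nM Pol III, 1 nM beta, 154 nM SSB, 2 nM primase) was preincubated with compound for 15 min at RT. Synthesis on 1.4 nM ssM13Gori ran 35 min, then was stopped with PicoGreen/EDTA and read as dsDNA fluorescence.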
Hsp90 Hop PPI: changes Hsp90-Hop TPR2A binding signal, up or down | Potency, µM (highest dose often 57 µM), for the others: at the top dose activity change, negative = inhibition | AID 595 | AlphaScreen TPR2A-His6 binding biotin-Hsp90 C-terminal peptide | 0.44% of 71,000 active; active = well fitted curve in either direction with a large enough effect; inconclusive = small, poorly fitted or top-dose-only effect, or another doubt; also: potency is read from the fitted curve at half-maximal effect; % is scaled to controls: 0 for no effect and ±100 for the full control effect; many of its hits are not listed in these tables
Ub-GFP proteasome: inhibits proteasome, raising ubiquitin-GFP reporter fluorescence; Ubiquitin-GFP reporter cells, proteasome inhibition, GFP fluorescence; response scale: untreated = 0%, 10 µM MG-132 = 100%; Potency, µM (top dose mostly 45.9 µM), inactives show at the top dose activation (GFP accumulation), most hits filed as activators; 67,000 tested, under 10 active; active = well fitted activation curve with a large enough effect, not every such curve was filed as active; inconclusive = small, poorly fitted or top-dose-only effect, or another doubt; inactive = no such curve, though single readings can be large or run the other way; also: potency is read from the fitted curve at half-maximal effect
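Proteasome block read as GFP accumulation: ubiquitin(G76V)-GFP U2OS cells exposed to compound (2.9 nM–46 uM) for 4 hr at 37 C. Normalization used untreated cells as 0% and 10 uM MG-132 as 100%; concentration-response curves fitted.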
Starred values were filed as active, the others as inactive; ? = inconclusive; nt = not tested or not shown; [ ] = another dose, or the depositor's remark. Unless noted, calls follow the shape of the dose curve; as a rule, active = well fitted curve in the direction sought with a large enough effect; inconclusive = small, poorly fitted or top-dose-only effect, or another doubt; inactive = no such curve, though single readings can be large; an effect the other way counts as inactive or inconclusive. Not all compounds are listed. The share of hits here may be higher or lower than overall.

[1] Cc1nc(SCC(=O)Nc2ccc(C)c(F)c2)c2oc3ccccc3c2n1
[2] O=C(O)CCC(NC(=O)OCc1ccccc1)C(=O)O (centres undefined)
[3] CCCS(=O)(=O)N1CCCC(C(=O)NCCCN(C)Cc2ccccc2)C1 (centres undefined)
[4] O=C(CCc1nc2ccccc2[nH]c1=O)OCC(=O)N1CCc2ccccc21
[5] C=CCn1c(=O)c2c(nc3n2CCS3)n(C)c1=O
[6] CC1=Nn2c(nnc2-c2ccccn2)SC1
[7] COc1cccc(-c2nc(N3CCN(C)CC3)c3ccccc3n2)c1
[8] COc1ccc(C2C(=O)N(C3CCCCCC3)CC(=O)N2Cc2ccccc2)cc1OC (centres undefined)
[9] COc1ccc2ccccc2c1C1CC(=O)N2CN(Cc3ccco3)CSC2=C1C#N (centres undefined)
[10] COc1ccc(NC(=O)N2CC[C@@]3(CCCN(C(=O)c4cnccn4)C3)C2)cc1

| assay / entry | 1 | 2 | 3 | 4 | 5 | 6 | 7 | 8 | 9 | 10 |
| --- | --- | --- | --- | --- | --- | --- | --- | --- | --- | --- |
| Luciferase inh | -1% | 1% | 3% | 3% | 0% | 1% | 2%[2.29 µM] | 1% | -22% | 1%[11.4 µM] |
| ERK AVP inh | -18% | -11% | 10% | 8% | 10% | ? | ? | -13% | -15% | 29% |
| GFP derepression | 0% | 2% | 0% | 1% | 0% | 5% | -3%[9.22 µM] | 3% | nt | 0%[9.22 µM] |
| HADH2 inh | 22% | -1% | 0% | -9% | 13% | -2% | 7% | 4% | 1.3µM* | 8% |
| 15-hLO inh | -5% | -9% | 9% | -19% | 4% | -6% | 10% | 0% | ? | 3% |
| CRE Fsk mod | 0.63µM* | 5% | -4% | ? | ? | ? | ? | 8% | ? | 8% |
| Tau filament bind | -10% | -1% | -7% | -13% | -14% | 17% | 37% | -14% | 7.9µM* | -6% |
| HBB splicing | 5.1%[0.369 µM] | 0.1%[57.5 µM] | -0.2% | -0.2%[57.5 µM] | nt | -1.4% | 1.1% | 1.5% | 0.0% | 0.1% |
| Pol III holo inh | -5% | 2% | 7% | 1% | -3% | 2% | -6% | -18% | -7% | -6% |
| Hsp90 Hop PPI | -3% | 1% | -1% | -4% | -1% | 1% | -1% | -5% | -5%[2.3 µM] | -3% |
| Ub-GFP proteasome | nt | -2% | 2% | 7% | -3% | 5% | 1% | 7% | 12% | 2% |

Records above marked active in HADH2 inh.
| entry | Compound | Luciferase inh | GFP derepression | HADH2 inh | 15-hLO inh | CRE Fsk mod | Tau filament bind | Pol III holo inh | Hsp90 Hop PPI |
| --- | --- | --- | --- | --- | --- | --- | --- | --- | --- |
| 9 | COc1ccc2ccccc2c1C1CC(=O)N2CN(Cc3ccco3)CSC2=C1C#N (centres undefined) | -22% | nt | 1.3µM* | ? | ? | 7.9µM* | -7% | -5%[2.3 µM] |

An excerpt from above with just Hsp90 Hop PPI:
nr	Structure	Hsp90 Hop PPI
5	C=CCn1c(=O)c2c(nc3n2CCS3)n(C)c1=O	-1%
6	CC1=Nn2c(nnc2-c2ccccn2)SC1	1%
7	COc1cccc(-c2nc(N3CCN(C)CC3)c3ccccc3n2)c1	-1%
8	COc1ccc(C2C(=O)N(C3CCCCCC3)CC(=O)N2Cc2ccccc2)cc1OC (centres undefined)	-5%
9	COc1ccc2ccccc2c1C1CC(=O)N2CN(Cc3ccco3)CSC2=C1C#N (centres undefined)	-5%[2.3 µM]

More records
[11] CCC(C)c1ccc(OCC(=O)O)cc1 (centres undefined)
[12] CCOc1cc(C2C(C(=O)OC(C)C)=C(C)N=C3SCCC(=O)N32)ccc1OC(C)=O (centres undefined)
[13] CCOC(=O)N1CCC(NS(=O)(=O)c2cc(Br)cc3c2N(C(=O)CC)CC3)CC1
[14] CC1CCCN(Cc2nc3c(c(=O)n(C)c(=O)n3C)n2CC(=O)c2ccccc2)C1 (centres undefined)
[15] CS(=O)(=O)N(CC(=O)NC1CCCC1)c1ccc2c(c1)OCCO2
[16] CN1CC[C@@]23c4ccccc4N[C@H]1[C@]21CCN(C)[C@@H]3Nc2ccccc21

| assay / entry | 11 | 12 | 13 | 14 | 15 | 16 |
| --- | --- | --- | --- | --- | --- | --- |
| Luciferase inh | 0% | -1% | 1% | 0% | -2% | 8%[25.5 µM] |
| ERK AVP inh | -8% | -11% | -16% | nt | -15% | -11%[25.7 µM] |
| GFP derepression | -3% | 3% | 4% | nt | 0% | -2%[20.6 µM] |
| HADH2 inh | 2% | 1% | 1% | -5% | -43% | 1%[25.6 µM] |
| 15-hLO inh | 4% | -3% | 0% | 80%[activator] | -13% | -1%[25.6 µM] |
| CRE Fsk mod | 11% | 7% | -1% | ? | 0% | -1%[17.1 µM] |
| Tau filament bind | 5% | 0% | 11% | -5% | 7% | 3%[25.6 µM] |
| HBB splicing | -0.6% | nt | -0.8% | -0.5% | -0.5% | 0.5%[20.6 µM] |
| Pol III holo inh | -4% | -4% | -1% | -6% | -4% | -7%[25.6 µM] |
| Hsp90 Hop PPI | -2% | -4% | -8% | -3% | 0% | -1%[26 µM] |
| Ub-GFP proteasome | -2% | 3% | 15% | -1% | -1% | 3%[20.5 µM] |
